HDAC3 inhib = HDAC3 deacetylase inhibitors, primary screen, biochemical, fluorescence, cell-free homogeneous | recombinant HDAC3, fluorogenic peptide/trypsin coupled | inhibition, % at 8.3 µM | hit rate 0.15% among 320,000; in the data active means inhibition above about 26%, passing the limit was not always enough; inconclusive means no clear call, values can overlap the other calls
Target sequence (O15379 whole entry, looked up): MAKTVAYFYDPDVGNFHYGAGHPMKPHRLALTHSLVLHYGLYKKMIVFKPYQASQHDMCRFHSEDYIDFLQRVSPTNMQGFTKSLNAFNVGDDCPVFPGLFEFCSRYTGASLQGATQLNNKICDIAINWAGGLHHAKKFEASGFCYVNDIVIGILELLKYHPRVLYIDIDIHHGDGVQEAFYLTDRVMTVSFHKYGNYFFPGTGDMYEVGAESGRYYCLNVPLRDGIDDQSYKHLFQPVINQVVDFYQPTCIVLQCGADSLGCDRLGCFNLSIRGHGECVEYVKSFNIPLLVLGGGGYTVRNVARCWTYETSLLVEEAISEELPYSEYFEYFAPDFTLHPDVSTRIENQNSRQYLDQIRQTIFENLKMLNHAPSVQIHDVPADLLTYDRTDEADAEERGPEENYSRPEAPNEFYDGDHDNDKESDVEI
Active calls of the source: *; ? = inconclusive. These rows are one share of the data; rates above refer to the full screens.

canonical_smiles | HDAC3 inhib
COc1ccc2c(c1)C(=O)N1[C@H]3c4cc(OC)ccc4OC[C@@H]3[C@H](c3ccccc3)[C@]1(C)C(=O)N2 | 3.9
NC1=NC[C@@H](CC2CCCCC2)N1CCc1cc(C(F)(F)F)cc(C(F)(F)F)c1 | 16.5
CCc1ccc(N2CC(C(=O)OCC(=O)Nc3ccccc3C)CC2=O)cc1 (stereo not drawn) | -1.0
CCCNC(=O)C1(CC2CC(c3ccccc3)=NO2)CCN(C(=O)c2ccccc2)CC1 (stereo not drawn) | -0.6
CC(C)[C@H](NS(=O)(=O)c1cccc(Cl)c1)C(=O)OCC(=O)NC(=O)CN1CCCC1=O | -1.3
O=C(Nc1cccc(S(=O)(=O)NC2=NCCC2)c1)c1ccccc1F | 2.4
COCCN(CC(=O)Nc1ccccc1C(F)(F)F)C(=O)/C=C/c1ccc2ccccc2n1 | 2.4
CCCCn1c(N)c(N(CCOC)C(=O)COC(=O)CCOc2ccc(C)cc2)c(=O)[nH]c1=O | 1.1
CC1CCN(S(=O)(=O)c2cc(C(=O)NC3(C)CCS(=O)(=O)C3)ccc2Br)CC1 (stereo not drawn) | 2.2
Cc1cc(S(=O)(=O)NCCCN2CCOCC2)ccc1Br | 0.0
CC(C)[C@H](NS(=O)(=O)c1ccccc1)C(=O)OCC(=O)NC(=O)NC1CCCCC1 | 13.2
O=C(NCCc1ccc(C(F)(F)F)cc1)C1CC(=O)N(Cc2ccccc2)C1 (stereo not drawn) | -0.9
NC(=O)c1nc[nH]c1C(=O)Nc1cccc(NC(=O)c2cccc(C(F)(F)F)c2)c1 | -4.4
COc1ccc(CCC(=O)Nc2cccc(S(=O)(=O)N3CCCCCC3)c2)cc1OC | 0.3
O=C1CC(C(=O)N2CCc3ccccc32)CN1c1cccc(C(F)(F)F)c1 (stereo not drawn) | -0.6
CCOc1ccc(C(=O)CCC(=O)NCC(=O)Nc2c(C)cccc2C)cc1 | -6.9
COc1ccc(C(=O)N[C@H](C(=O)NC2CCCCC2)C(C)C)cc1 | 2.1
Cc1ccccc1C(=O)NNC(=O)C1CC(=O)N(c2ccc3c(c2)OCCO3)C1 (stereo not drawn) | -4.5
COc1ccc([C@H]2CC(=O)C=C(c3ccc4c(c3)OCO4)C2)cc1OC | 7.9
CC(O)CC(C)O (stereo not drawn) | -1.7
COc1cc(NC(=O)CN2C(=O)NC3(CCOc4ccccc43)C2=O)cc(OC)c1 (stereo not drawn) | 0.8
CCN(CC(=O)Nc1ccccc1C(F)(F)F)CC(=O)NC1CC1 | -0.9
O=C(CN1C(=O)NC2(CCCC2)C1=O)N1CCN(S(=O)(=O)c2cc(Cl)ccc2Cl)CC1 | -0.4
Cc1cccc(CCN2C(N(C)C)=NC[C@@H]2Cc2ccccc2)c1 | -3.5
CCc1ccc(/C=C(\C#N)C(=O)NC2CCS(=O)(=O)C2)cc1 (stereo not drawn) | 6.2
CC1CCC(C#N)(N(C)C(=O)CSc2nnc(C3CC3)n2C2CC2)CC1 (stereo not drawn) | 4.4
O=C(O)c1cc(NS(=O)(=O)c2ccc(F)cc2)cc(NS(=O)(=O)c2ccc(F)cc2)c1 | 0.9
C/C(=N\NC(=O)c1ccc(O)cc1)c1ccc2c(c1)OCCO2 | -2.1
O=C(COC(=O)c1ccccc1O)NCc1ccc2c(c1)OCO2 | -2.7
COc1ccc(C)cc1S(=O)(=O)N1CCN(C)CC1c1ccccc1 (stereo not drawn) | 3.7
CCSc1nc2cc(S(=O)(=O)N3CCOCC3)ccc2o1 | -3.6
CC1CCN(C(=O)CN2c3cccc4cccc(c34)S2(=O)=O)CC1 | -1.6
CCN(CC(=O)Nc1c(F)cccc1F)C(=O)c1ccc(-c2ccc(C(C)=O)cc2)o1 | 4.9
O=C(COC(=O)c1ccc([N+](=O)[O-])cc1)NCCC1=CCCCC1 | -0.6
O=C1CCc2cc(S(=O)(=O)Nc3ccc(F)cc3)ccc2N1 | 4.7
COc1ccc(CCC(=O)N2CCN(S(=O)(=O)c3ccc(C)cc3)CC2)cc1 | 0.3
FC(F)(F)c1cc(CCN2CCNC[C@@H]2c2ccccc2)cc(C(F)(F)F)c1 | 7.1
COc1ccc(C2(c3ccc(OC)cc3)NC(=O)N(CC(=O)Nc3cc(C)on3)C2=O)cc1 | 4.7
O=C(C[C@@H]1C/C=C\CCCC(=O)OC[C@@H](c2ccccc2)NC1=O)NCCO | -5.5
CCN(C(=O)COC(=O)/C(C#N)=C/c1ccc(N(C)C)cc1)C1CCS(=O)(=O)C1 (stereo not drawn) | 20.2
CC(OC(=O)c1ccc(NC(=O)CC#N)cc1)C(=O)NCCC1=CCCCC1 (stereo not drawn) | 0.3
c1ccc2c(CCN3CCNC[C@H]3Cc3cccc4ccccc34)cccc2c1 | 4.6
Cc1nn(-c2ccccc2)c(C)c1C(=O)OCC(=O)N(C)c1ccccc1 | 1.5
CC(=O)[C@H]1CCC2C3CC=C4C[C@@H](O)CC[C@]4(C)C3CC[C@@]21C (stereo partly drawn) | 4.8
N#Cc1ccccc1OCC(=O)OCC(=O)NCc1ccc2c(c1)OCO2 | 4.9
CN(C)c1cccc(C(=O)OCCCC(=O)c2ccc(F)cc2)c1 | -7.5
Cc1ccc(-c2nc(COC(=O)C3=NN(c4ccccc4)C(=O)CC3)cs2)cc1 | 6.7
COc1ccccc1NS(=O)(=O)c1cccc(C(=O)NCC(c2ccco2)N2CCCC2)c1 (stereo not drawn) | 2.5
O=C1CS(=O)(=O)N(Cc2cccc(F)c2)c2ccc(Br)cc21 | 4.1
C=CCOc1ccccc1OCC(O)CNC(C)C (stereo not drawn) | -0.2
CC(C)(CNC(=O)c1cc([N+](=O)[O-])ccc1N1CCC(Cc2ccccc2)CC1)N1CCOCC1 | 5.6
C[C@H](CO)N1C[C@H](C)[C@@H](CN(C)CC2CCCCC2)Oc2ccc(NS(C)(=O)=O)cc2C1=O | 1.9
CCOc1ccc(NC(=O)C(C)Oc2ccc(C#N)cc2)cc1S(=O)(=O)N1CCCC1 (stereo not drawn) | 3.7
CC(CCc1ccccc1)NC(=O)COC(=O)c1cccn1C (stereo not drawn) | -6.7
O=S(=O)(c1ccc(=S)[nH]c1)N1CCN(Cc2ccccc2)CC1 | 1.1
O=C(Nc1cccc(-n2cnnn2)c1)c1ccc(C(F)(F)F)cc1 | 6.0
COc1ccccc1/C=C/C(=O)OCC(=O)c1cc(C)n(C)c1C | 5.1
CC(=O)c1c(C)[nH]c(C(=O)OCC(=O)Nc2cccnc2Cl)c1C | -2.5
CCCCCCCCCCCCCC(=O)O | -9.8
CC(=O)N1CCN(C(=O)COC(=O)COc2c(C)cc(C)cc2C)CC1 | -2.7

Carrying on:
canonical_smiles | HDAC3 inhib
COc1ccc2c3n([n+]([O-])c2c1)CCN=C3c1cc(Cl)c(N)c(Cl)c1 | ?
O=C(COC(=O)[C@@H]1CCCN1S(=O)(=O)c1ccccc1F)NCc1ccc2c(c1)OCO2 | -2.1
N=c1ccn2c(n1)O[C@H]1[C@@H](CO)[C@H](O)O[C@H]12 | 2.6
COc1ccc(NC(=O)COC(=O)c2ccc(OC)c(S(=O)(=O)N3CCCC3)c2)cc1OC | 3.2
CN(CC(=O)Nc1ccccc1Cl)C1CCS(=O)(=O)C1 (stereo not drawn) | 2.9
COc1cc(OC)cc(C(=O)OCC(=O)Nc2cccc(S(=O)(=O)NC3=NCCCCC3)c2)c1 | -3.6
Cc1cccc(NC(=O)CNC(=O)CSc2ncccn2)c1C | -5.9
COc1cc(Cl)c(C)cc1NCC(=O)Nc1cccc(S(=O)(=O)N2CCCC2)c1 | -2.2
CCN(CC(=O)Nc1cc(Cl)ccc1Cl)C(=O)c1ccc(-n2cccn2)cc1 | 2.5
CC(OC(=O)c1cc[n+]([O-])cc1)C(=O)Nc1ccc(C(N)=O)cc1 (stereo not drawn) | 8.4
O=C(COC(=O)C1CCN(c2ccc(C(F)(F)F)cn2)CC1)NCc1ccccc1 | -0.4
CN(CC(=O)Nc1ccccc1Cl)C(=O)CCNC(=O)Nc1ccccc1 | -2.5
O=C(COC(=O)C1CCN(C(=O)c2ccc(Cl)cc2)CC1)Nc1ccccc1F | -2.2
COc1ccc(CNC(=O)c2csc3c2CCCC3)cc1 | 4.9
CCCCNC(=O)[C@@](CC)(ONc1ccccc1C(F)(F)F)c1cccc2ccccc12 | 17.7
O=C(c1ccccc1)C(O)c1ccccc1 (stereo not drawn) | -1.4
O=C(COC(=O)c1ccc(F)c(S(=O)(=O)N2CCOCC2)c1)NCc1ccc(Cl)cc1 | -4.9
CC(=O)Nc1cccc(C(=O)NNC(=O)c2n[nH]c(=O)c3ccccc23)c1 | -5.0
Fc1ccc2cc(CCO[C@H]3CCCCO3)ncc2c1 | -2.5
C=CCn1c(SCC(=O)N2CCCC2=O)nc2sc(CC)cc2c1=O | 11.4
CSc1ncccc1C(=O)OCC(=O)N1CC(=O)Nc2ccccc21 | -1.3
Cc1nn(Cc2ccccc2)c(C)c1CNC(=O)c1ccc(F)c(S(=O)(=O)N2CCOCC2)c1 | 2.0
O=C(CSC(=S)N1CCCC1)N/N=C/c1c(O)[nH]c(=S)[nH]c1=O | 7.3
C#CCOCCOCCOCCNc1nc(N2CCN(C(=O)CCCCCCCCCCNC(=O)Cn3cc(C[C@@H](C)O)nn3)CC2)nc(N2CCN(C(=O)CCCCCCCCCCNC(=O)[C@@H]([C@H](C)O)n3cc(C)nn3)CC2)n1 | 15.6
NS(=O)(=O)c1ccc(CCNC(=O)c2ccc3nccnc3c2)cc1 | -2.5
CSc1ncccc1C(=O)Nc1cccc(S(=O)(=O)N2CCCC2)c1 | 4.3
CCOC(=O)c1c(C)[nH]c(C)c1C(=O)COC(=O)CCc1ccccc1 | 4.8
C[C@]12C(=O)N(c3cccc(F)c3)C(=O)N1[C@H]1c3ccccc3OC[C@@H]1[C@H]2c1ccccc1 | 3.4
O=C1C=C(c2cccc3c2Oc2ccccc2S3)C[C@@H](c2ccc(Cl)cc2)C1 | 0.2
COc1ccc(C(=O)COC(=O)/C=C/c2ccccc2[N+](=O)[O-])cc1 | 3.2
Cc1cc(Cl)ccc1C1=CC(=O)C[C@H](c2ccc(F)cc2)C1 | 4.9
O=S(=O)(NCCCN1CCOCC1)c1ccc(F)c(Cl)c1 | -1.1
O=C(C1Cc2ccccc2CN1C(=O)c1ccco1)N1CCN(c2ccccc2)CC1 (stereo not drawn) | 3.4
O=C1C=C(c2cccc(Cl)c2O)C[C@@H](c2ccc3c(c2)OCO3)C1 | 2.1
COc1ccc(C(=O)Nc2ccc(Cl)c(S(=O)(=O)N3CCOCC3)c2)cc1 | 3.0
C[C@@]12C(=O)Nc3cc(F)ccc3C(=O)N1[C@H]1c3ccccc3OC[C@@H]1[C@@H]2c1ccccc1 | -9.1
NC(=O)c1ccc[n+]([C@H]2O[C@@H](COP(=O)([O-])OP(=O)(O)OC[C@H]3O[C@@H](n4cnc5c(N)ncnc54)[C@H](O)[C@@H]3O)[C@H](O)[C@@H]2O)c1 | -0.1
COc1cc(-c2noc(C)c2C(=O)NCCCn2ccnc2)cc(OC)c1OC | -4.5
COc1cc(/C=C/C(=O)OCC(=O)Nc2cc(S(=O)(=O)N3CCCC3)ccc2Cl)cc(OC)c1OC | -4.4
Cc1ccc(C2=CC(=O)CC(C)(C)C2)cc1 | 1.3
O=c1cc(-c2ccc(O)c(O)c2)oc2cc(O)c([C@@H]3O[C@H](CO)[C@@H](O)[C@H](O)[C@H]3O)c(O)c12 | 7.2
COc1ccc(N(CCOc2ccccc2)S(=O)(=O)c2ccccc2)cc1 | 1.2
COc1ccc(-c2nnc(SCC(=O)N3CCCC3=O)n2N)cc1OC | 4.2
COc1ccc([C@H]2CC(=O)C=C(c3ccccc3OC)C2)cc1OC | 2.6
COc1ccc(C2(C)NC(=O)N(CC(=O)Nc3ccc4c(c3)CCC4)C2=O)cc1OC (stereo not drawn) | -2.3
C=CCSc1nnc(NC(=O)CSCc2c(C)noc2C)s1 | -2.1
COc1cccc(NC(=O)CN(C)C(C)C(=O)NC(=O)NC2CCCCC2)c1 (stereo not drawn) | 3.2
CSc1ncccc1C(=O)OCC(=O)NC1CCCCC1 | -9.1
COc1ccccc1CNC(=O)COC(=O)CC1CC2CCC1C2 (stereo not drawn) | 0.7
CCN1CCN(C(=O)N[C@@H](C(=O)N[C@@H]2C(=O)N3C(C(=O)O)=C(CSc4nnnn4C)CS[C@H]23)c2ccc(O)cc2)C(=O)C1=O | 2.8
CCOc1ccc(CN(C)C(=O)CN2C(=O)NC3(CCCc4ccccc43)C2=O)cc1 (stereo not drawn) | 2.9
NS(=O)(=O)c1ccc(NC(=O)COC(=O)CCc2nc3ccccc3c(=O)[nH]2)cc1 | -0.3
C=CC[C@@H](CC(=O)NCCO)C(=O)N[C@@H](C)COC(=O)[C@@H](CC=C)Cc1ccc(F)cc1 | 3.0
Cc1ccc(-c2cc(C(=O)N3CCN(C4CCS(=O)(=O)C4)CC3)c3ccccc3n2)cc1 (stereo not drawn) | -10.7
O=C(O)c1cc(Cl)ccc1OS(=O)(=O)c1ccc(Cl)s1 | 0.9

Reformatted: results already given
> CCc1ccc(/C=C(\C#N)C(=O)NC2CCS(=O)(=O)C2)cc1 (stereo not drawn)
- HDAC3 inhib: 6.2
> CC1CCC(C#N)(N(C)C(=O)CSc2nnc(C3CC3)n2C2CC2)CC1 (stereo not drawn)
- HDAC3 inhib: 4.4
> O=C(O)c1cc(NS(=O)(=O)c2ccc(F)cc2)cc(NS(=O)(=O)c2ccc(F)cc2)c1
- HDAC3 inhib: 0.9
> C/C(=N\NC(=O)c1ccc(O)cc1)c1ccc2c(c1)OCCO2
- HDAC3 inhib: -2.1
